MEX-5 binding – C. elegans MEX-5 TCR-2 RNA binding activity; Q9XUB2; MEX-5/FITC-TCR2 RNA binding, fluorescence polarization; hits give low values; activity score (negative = inhibition of binding), % at 10 µM; 300,000 tested, 0.38% active;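 active = inhibition past about -25% in most replicates, and total fluorescence under double the plate's negative control median, limit read from the data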;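 note: 0% = DMSO and -100% = 5 µM competing unlabeled TCR2 RNA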
Fam108B counter – blocks mouse Fam108B hydrolase in RBBP9 counter-screen; inhibition, % at 9.51 µM; AID 1947; 300,000 tested, 0.33% active; recombinant Fam108B, FP-Rh probe fluorescence polarization;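 active = inhibition above the screen mean inhibition plus 3 SD, computed separately per campaign, cut at about 18% in these data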;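 note: inhibitors lower polarization as less probe binds the enzyme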
GLD-1 RNA inh – GLD-1-TGE RNA interaction inhibition (C. elegans); Q17339; AID 2280; inhibition, % at 5.96 µM; 320,000 tested, 0.44% active; purified GLD-1 + fluorescein TGE RNA, fluorescence polarization;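 active = percent inhibition above a per-plate cutoff, the plate mean of test compounds plus 3 SD, cut at about 30% in these data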;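 note: 0% = DMSO wells with GLD-1 and probe and 100% = wells lacking GLD-1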
PME-1 primary – blocks human protein phosphatase methylesterase 1; Q9Y570; recombinant PME-1, FP-Rh probe fluorescence polarization; inhibition, % at 5.9 µM; 320,000 tested, 0.53% active; AID 2130;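 active = inhibition above the campaign mean of all compounds plus 3 SD, cut at about 26% in these data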;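 note: competitive labeling of PME-1 active site by serine hydrolase directed probe; 0% = PME-1 with DMSO and 100% = wells lacking PME-1 enzyme; inhibitors block probe labeling so polarization falls and inhibition rises; many of its hits are not listed in these tables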
Target sequence (Q9Y570 whole entry, looked up): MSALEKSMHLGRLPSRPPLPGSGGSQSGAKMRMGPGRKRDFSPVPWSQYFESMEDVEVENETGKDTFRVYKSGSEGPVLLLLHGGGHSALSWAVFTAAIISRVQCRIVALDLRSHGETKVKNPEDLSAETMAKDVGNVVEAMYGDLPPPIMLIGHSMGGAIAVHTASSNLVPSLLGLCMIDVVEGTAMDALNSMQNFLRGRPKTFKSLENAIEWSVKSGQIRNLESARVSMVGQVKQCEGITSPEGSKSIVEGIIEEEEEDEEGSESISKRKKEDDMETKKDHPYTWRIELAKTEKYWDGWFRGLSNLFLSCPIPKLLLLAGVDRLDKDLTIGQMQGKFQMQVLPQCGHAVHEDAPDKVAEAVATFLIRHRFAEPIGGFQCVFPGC
MCL1-BIM inh – inhibitors of human MCL1 binding to BIM-BH3 peptide. Q07820. GST-MCL1 / FITC-Bim-BH3 fluorescence polarization. inhibition, % at 10.9 µM. 320,000 tested, 0.68% active;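 active = inhibition above the mean inhibition of all tested compounds plus 3 SD, set per campaign, cut at about 40% in these data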;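 note: 0% = DMSO wells and 100% = unlabeled Bim-BH3 peptide control; higher means more loss of mP so more displacement of Bim peptide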
Target sequence (Q07820 whole entry, looked up): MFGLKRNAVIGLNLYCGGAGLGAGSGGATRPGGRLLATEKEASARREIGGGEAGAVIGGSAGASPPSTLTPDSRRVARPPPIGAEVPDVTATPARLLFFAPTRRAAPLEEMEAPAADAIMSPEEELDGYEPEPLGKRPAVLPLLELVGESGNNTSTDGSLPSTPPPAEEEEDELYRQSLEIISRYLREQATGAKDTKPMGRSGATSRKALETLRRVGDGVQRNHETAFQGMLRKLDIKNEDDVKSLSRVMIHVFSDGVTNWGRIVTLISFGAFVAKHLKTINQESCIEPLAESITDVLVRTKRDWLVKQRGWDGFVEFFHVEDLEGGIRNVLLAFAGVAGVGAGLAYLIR
TPT1 inhibitor – inhibitors of Candida albicans tRNA 2'-phosphotransferase TPT1 | AID 1962 | recombinant caTPT1, FP RNA substrate dephosphorylation | 300,000 tested, 0.81% active | inhibition, % at 5 µM;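 active = inhibition above the mean of all tested compounds plus 3 SD, set per screening campaign, cut at about 24% in these data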;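 note: plate controls were DMSO alone for no effect and ferristatin control at 100 nM for full effect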
Bcl-xL primary – Bcl-xL (human) inhibition; GST-Bcl-xL / FITC-Bim BH3 peptide fluorescence polarization; Q07817; inhibition, % at 10.9 µM; 320,000 tested, 0.7% active;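 active = inhibition above the mean of all tested compounds plus 3 SD, cutoff set per campaign, cut at about 30% in these data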;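 note: 0% = DMSO wells and 100% = unlabeled Bim-BH3 peptide competitor; inhibitors lower millipolarization by displacing the labeled peptide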
GSTO1 inh – GSTO1 inhibition, counter-screen for RBBP9 inhibitors. P78417. recombinant GSTO1, activity-based probe fluorescence polarization. inhibition, % at 5.96 µM. 300,000 tested, 1.1% active;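 active = inhibition above the campaign mean inhibition plus 3 SD, cut at about 35% in these data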;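 note: 0% = GSTO1-1 with DMSO and 100% = wells lacking GSTO1-1 enzyme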
Target sequence (P78417 whole entry, looked up): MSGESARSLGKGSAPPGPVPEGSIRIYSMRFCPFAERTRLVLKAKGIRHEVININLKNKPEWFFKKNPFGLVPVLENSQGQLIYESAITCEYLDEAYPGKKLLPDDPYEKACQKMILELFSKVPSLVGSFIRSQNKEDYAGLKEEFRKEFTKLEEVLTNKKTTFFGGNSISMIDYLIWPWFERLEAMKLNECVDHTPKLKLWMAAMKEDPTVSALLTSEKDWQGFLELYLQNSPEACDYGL
PAD4 FP inh – blocks human protein arginine deiminase 4; recombinant PAD4, RCA probe fluorescence polarization; Q9UM07; AID 485272; inhibition, % at 6.36 µM; 330,000 tested, 0.41% active;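 active = percent inhibition above a cutoff equal to the mean of all tested compounds plus 3 SD, cut at about 15% in these data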;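 note: 0% = PAD4 with RCA probe and DMSO and 100% = probe without PAD4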
* = called active by the depositor; . = not tested or not shown. An excerpt; rates above refer to the full screens.

(1) NC(=O)c1ccc(NC(=O)COC(=O)CC(NC(=O)c2ccccc2Cl)c2ccccc2)cc1 (configuration not stated)
(2) O=C(CCC1CCCC1)N1CCN(C(=O)COc2ccccc2)CC1
(3) CCCCn1c(N)c(N(CC)C(=O)C2CCN(C(=O)c3ccccc3C)CC2)c(=O)[nH]c1=O
(4) CN(C)c1ccc(CNc2ncc(Br)cc2Br)cc1
(5) COC(=O)c1cc(NC(=O)COC(=O)C2CCC2)cc(C(=O)OC)c1
(6) COc1ccc(CCN2C(=O)CC(N3CCOCC3)C2=O)cc1OC (configuration not stated)
(7) COc1ccc(-c2ccc(C#N)c(SCC(=O)NC3CC3)n2)cc1OC
(8) CCOC(=O)C(=O)N1CCN(c2ccccc2OC)CC1
screen / no.,1,2,3,4,5,6,7,8
MEX-5 binding,0.4,-1.2,.,-0.9,1.6,2.2,-0.2,-1.0
Fam108B counter,2.1,-2.0,.,4.9,-0.1,3.9,0.5,-2.5
GLD-1 RNA inh,-1.3,-2.6,4.2,-0.7,-1.2,5.1,5.9,7.0
PME-1 primary,-2.0,0.2,1.2,2.2,0.2,-6.8,-4.4,-2.7
MCL1-BIM inh,-0.9,3.4,-7.5,-2.4,-1.5,-1.8,3.4,12.6
TPT1 inhibitor,-1.2,-3.6,.,-3.8,1.7,-3.4,1.0,-3.5
Bcl-xL primary,2.3,7.7,-8.1,-3.8,-0.6,2.1,6.9,9.5
GSTO1 inh,-2.7,-3.2,.,1.6,2.5,11.3,-11.6,1.3
PAD4 FP inh,1.5,-1.0,-1.2,-3.4,-3.8,2.1,2.0,2.7

Ordered by SMILES length (highest first): seven of the compounds above
(3) CCCCn1c(N)c(N(CC)C(=O)C2CCN(C(=O)c3ccccc3C)CC2)c(=O)[nH]c1=O
(1) NC(=O)c1ccc(NC(=O)COC(=O)CC(NC(=O)c2ccccc2Cl)c2ccccc2)cc1 (configuration not stated)
(5) COC(=O)c1cc(NC(=O)COC(=O)C2CCC2)cc(C(=O)OC)c1
(7) COc1ccc(-c2ccc(C#N)c(SCC(=O)NC3CC3)n2)cc1OC
(2) O=C(CCC1CCCC1)N1CCN(C(=O)COc2ccccc2)CC1
(8) CCOC(=O)C(=O)N1CCN(c2ccccc2OC)CC1
(4) CN(C)c1ccc(CNc2ncc(Br)cc2Br)cc1
screen / no.,3,1,5,7,2,8,4
MEX-5 binding,.,0.4,1.6,-0.2,-1.2,-1.0,-0.9
Fam108B counter,.,2.1,-0.1,0.5,-2.0,-2.5,4.9
GLD-1 RNA inh,4.2,-1.3,-1.2,5.9,-2.6,7.0,-0.7
PME-1 primary,1.2,-2.0,0.2,-4.4,0.2,-2.7,2.2
MCL1-BIM inh,-7.5,-0.9,-1.5,3.4,3.4,12.6,-2.4
TPT1 inhibitor,.,-1.2,1.7,1.0,-3.6,-3.5,-3.8
Bcl-xL primary,-8.1,2.3,-0.6,6.9,7.7,9.5,-3.8
GSTO1 inh,.,-2.7,2.5,-11.6,-3.2,1.3,1.6
PAD4 FP inh,-1.2,1.5,-3.8,2.0,-1.0,2.7,-3.4

Next section:
(9) Cc1cccc(/C=N/NC(=O)c2ccccc2OCc2cccc(Br)c2)n1
(10) NS(=O)(=O)c1ccc(CNC(=O)CNC(=O)Cc2ccccc2)cc1
(11) Cc1ccc(C(=O)N2CCC(C(=O)c3ccc(Cl)cc3)CC2)cc1
(12) CCN1CCn2c3c(c4cccc(C)c42)CCCC31 (configuration not stated)
(13) COc1ccc(OCC(=O)N/N=C(\C)c2ccc(-n3ccnc3)cc2)cc1
(14) Cc1cc(S(=O)(=O)NCCc2ccncc2)cc(C)c1F
(15) NC(=O)SCC(=O)Nc1ccc(Cl)cc1
(16) COc1ccccc1CN(C)C(=O)c1cccc(S(=O)(=O)N2CCCC2)c1
screen / no.,9,10,11,12,13,14,15,16
MEX-5 binding,-2.0,-2.7,1.8,-1.3,0.9,.,2.2,.
Fam108B counter,-3.3,0.8,2.8,-1.1,-0.3,-0.7,0.8,.
GLD-1 RNA inh,-4.2,-4.4,0.4,2.8,-3.8,6.5,3.9,-6.6
PME-1 primary,4.1,-5.6,5.8,4.7,-0.2,5.5,2.3,-1.8
MCL1-BIM inh,6.6,-0.3,7.2,7.2,-3.5,5.1,18.3,8.9
TPT1 inhibitor,-0.1,3.7,-0.5,-2.8,-4.1,-0.2,-3.0,.
Bcl-xL primary,-1.7,0.4,3.4,3.9,-1.4,5.7,2.6,7.4
GSTO1 inh,8.2,1.2,9.2,-1.0,4.7,-4.5,-16.8,.
PAD4 FP inh,-1.9,-0.6,-2.3,2.6,-3.6,1.2,6.7,-4.5

(17) c1ccc(-c2ccc3ccccc3n2)cc1
(18) COc1cccc(/C=C(\C#N)c2nc3ccc(C)cc3[nH]2)c1OCC(=O)O
(19) COc1ccc(C)cc1S(=O)(=O)N1c2ccccc2CC1C (configuration not stated)
(20) COC(=O)CSc1nc(N)c(C#N)c(C(C)C)c1C#N
(21) Cc1nc2sc3c(c2c(=O)[nH]1)CCCCC3
(22) Oc1c(Br)cc(Br)cc1C=Nc1ccc2c(c1)OCCO2
(23) Cc1ccc(NC(=O)c2cnn(-c3ccccc3)c2C)c(C)c1
(24) C=CCOCCn1[nH]c2ccccc2c1=O
screen / no.,17,18,19,20,21,22,23,24
MEX-5 binding,0.4,0.1,-0.4,3.5,-5.6,-6.4,1.3,.
Fam108B counter,0.8,-3.2,-0.4,0.7,0.1,1.7,-0.9,-3.2
GLD-1 RNA inh,2.7,2.1,4.8,-8.3,-4.1,-6.8,-3.7,6.5
PME-1 primary,-6.1,-2.4,4.3,-2.9,-4.2,6.1,-3.2,-1.2
MCL1-BIM inh,-0.5,-7.0,3.2,0.1,2.6,-2.7,-7.3,-0.6
TPT1 inhibitor,-1.3,4.4,-2.6,1.9,-2.4,0.0,1.4,1.9
Bcl-xL primary,-1.6,-7.2,3.5,-1.3,5.8,-0.1,-1.6,5.1
GSTO1 inh,-14.2,-5.8,1.8,-8.3,7.5,9.8,11.1,5.5
PAD4 FP inh,4.3,-9.8,0.2,-1.3,1.6,-1.2,-6.2,0.2

(25) CCOC(=O)c1cc(NC(=O)Cc2ccc(S(=O)(=O)N3CCOCC3)s2)cc(C(=O)OCC)c1
(26) CC1(C)Cc2ccccc2-c2nnc(SCC(=O)Nc3nc4ccccc4s3)n21
(27) COc1ccc(CCNC(=O)CSc2nnc(-c3ccc(F)cc3)o2)cc1OC
(28) C[N+]1=C2CCCCCN2C(O)(c2ccccc2)C1 (configuration not stated)
(29) CCOC(=O)CN(Cc1ccc(OC)c(OC)c1)S(=O)(=O)c1ccc(OC)cc1
(30) Cc1sc2nc(CN3CCCC3)nc(N3CCN(S(=O)(=O)c4cccc(F)c4)CC3)c2c1C
(31) O=C(COC(=O)[C@@H]1CCCN1S(=O)(=O)c1ccc(Cl)cc1)NC12CC3CC(CC(C3)C1)C2
(32) CC(C)(C)c1ccc(C(=O)CC(Sc2ccc(Cl)cc2)C(=O)O)cc1 (configuration not stated)
screen / no.,25,26,27,28,29,30,31,32
MEX-5 binding,3.2,0.5,0.9,1.1,2.3,.,0.1,1.7
Fam108B counter,-6.2,-6.1,-3.0,-0.6,-0.5,.,1.4,-0.9
GLD-1 RNA inh,-4.6,-1.0,4.8,-7.2,-0.4,-5.1,2.3,0.6
PME-1 primary,-25.4,-5.2,3.3,-0.8,4.8,4.6,7.3,-0.8
MCL1-BIM inh,-2.6,-8.8,2.5,-33.0,5.6,-1.3,8.2,0.2
TPT1 inhibitor,0.9,3.1,-2.7,-0.3,-2.6,.,1.0,2.6
Bcl-xL primary,1.9,-3.5,-1.5,-27.9,4.6,-1.8,3.4,5.0
GSTO1 inh,-21.8,2.0,-1.4,4.2,1.5,.,4.1,-1.4
PAD4 FP inh,0.4,-0.9,2.6,1.3,3.3,1.2,2.3,2.6

(33) COc1ccc(C2CC(C(F)(F)F)n3nc(C(N)=O)c(Cl)c3N2)cc1OC (configuration not stated)
(34) Cc1ccc(C2(C)NC(=O)N(CC(=O)Nc3cccnc3Cl)C2=O)cc1 (configuration not stated)
(35) Cc1noc(C)c1-c1nc(CS(=O)(=O)c2ccc(Cl)cc2)no1
(36) Cc1cc(C)nc(N/C(=N/S(=O)(=O)Cc2ccccc2)Nc2ccccc2)n1
(37) CN(C)c1ccc(/C=N/NC(=O)c2ccc(Cl)cc2)cc1
(38) CC(C)CC(NC(=O)C(Cc1ccc(OCc2ccccc2)cc1)NC(=O)OC(C)(C)C)C(N)=O (configuration not stated)
(39) CCOC(=O)C(C(=O)Nc1cccc(C)n1)C1CCCCC1 (configuration not stated)
(40) Cc1c(F)cccc1NS(=O)(=O)c1ccccc1C#N
screen / no.,33,34,35,36,37,38,39,40
MEX-5 binding,-1.7,-0.9,1.6,0.6,1.7,0.1,0.8,-0.2
Fam108B counter,0.5,5.7,4.1,-1.0,0.1,0.3,0.9,-0.4
GLD-1 RNA inh,6.3,-5.0,9.8,-1.8,-6.5,4.8,2.9,-4.5
PME-1 primary,3.5,-8.0,2.3,6.0,2.6,-6.5,-1.6,-1.8
MCL1-BIM inh,8.2,3.9,2.6,-17.1,-4.8,2.3,4.3,3.5
TPT1 inhibitor,-0.5,2.3,-2.5,0.0,1.4,-3.1,0.6,-2.1
Bcl-xL primary,2.9,4.6,1.5,0.9,-8.9,5.3,4.9,2.1
GSTO1 inh,0.6,2.7,8.4,3.2,-1.8,-1.7,2.1,-6.3
PAD4 FP inh,0.4,-3.2,5.0,-0.7,-0.8,-1.1,0.6,5.0

(41) COC(=O)C(Cc1ccc(OC(=O)c2ccccc2C)cc1)N1Cc2ccccc2C1=O (configuration not stated)
(42) Cc1ccc(Cn2nnc3c(=O)n(CC(=O)c4ccccc4)cnc32)cc1
(43) CC1(C)CC(=O)C=C(Nc2ccccn2)C1
(44) O=C1[C@H]2[C@@H](c3ccc(F)cc3)N3C(=O)N(c4ccccc4)C(=O)[C@@]3(Cc3ccccc3)[C@H]2C(=O)N1C1CCCCC1
(45) c1ccc(CSc2nnc(Cc3ccccc3)o2)cc1
(46) CCC(NC(=O)CCC(=O)N1CCN(S(=O)(=O)c2ccc(C)cc2)CC1)c1ccc(C)cc1 (configuration not stated)
(47) COc1ccc(N2C3=[N+](CC2(C)O)c2ccccc2CC3)cc1 (configuration not stated)
(48) Cc1nc2c(C(=O)Nc3ccc(N4CCCC(O)C4)cc3)snc2c(=O)[nH]1 (configuration not stated)
screen / no.,41,42,43,44,45,46,47,48
MEX-5 binding,-0.8,0.3,0.3,3.7,0.8,.,0.5,0.1
Fam108B counter,-1.6,-8.8,1.4,0.7,-1.2,.,1.6,3.0
GLD-1 RNA inh,-9.1,-1.6,1.8,-6.7,-5.9,-4.6,-1.7,-2.4
PME-1 primary,1.1,-3.0,-3.1,-9.3,-3.1,1.4,3.4,1.9
MCL1-BIM inh,4.3,3.2,-6.1,10.9,-0.5,4.7,5.0,13.9
TPT1 inhibitor,-3.0,-2.4,-0.7,-4.6,1.1,.,1.8,1.1
Bcl-xL primary,6.4,2.1,-5.2,5.9,7.4,7.5,-2.2,6.3
GSTO1 inh,-6.4,1.8,-4.1,-0.1,4.7,.,3.4,7.2
PAD4 FP inh,-5.0,0.1,1.2,-3.9,-0.6,-0.7,1.3,1.0
